NPY Y1 blocker: antagonists of human neuropeptide Y receptor Y1; hit rate 1% among 200,000; P25929; AID 1040; HEK293-CNG Y1 cells, membrane potential fluorescence; NPY at EC95, then isoproterenol; inhibition, % at 3.6 µM;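 active = inhibition above the campaign mean inhibition of all tested compounds plus 3 SD, cut at about 20% in these data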;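 note: 0% = DMSO wells given NPY plus isoproterenol and 100% = isoproterenol alone without NPY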
Target sequence (P25929 whole entry, looked up): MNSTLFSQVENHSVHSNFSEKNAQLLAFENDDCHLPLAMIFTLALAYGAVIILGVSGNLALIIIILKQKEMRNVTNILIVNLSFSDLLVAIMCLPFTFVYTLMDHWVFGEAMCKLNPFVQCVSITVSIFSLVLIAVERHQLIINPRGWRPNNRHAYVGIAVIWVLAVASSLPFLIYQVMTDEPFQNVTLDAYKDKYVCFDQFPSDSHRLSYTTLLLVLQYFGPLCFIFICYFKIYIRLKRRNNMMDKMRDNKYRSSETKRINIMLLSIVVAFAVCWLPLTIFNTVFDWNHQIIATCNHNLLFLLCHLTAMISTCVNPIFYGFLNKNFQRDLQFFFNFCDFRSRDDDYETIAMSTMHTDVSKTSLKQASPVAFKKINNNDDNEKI
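Test system: HEK293 cells co-expressing NPY Y1 receptor and cyclic-nucleotide gated channel; Also added: NPY (25 nM), isoproterenol (1 µM), Ro 20-1724 (25 µM); Compound dosing: one concentration, 3.6 µM, in 0.4% DMSO; Timing: dye 3 h, compound 60 min room temperature, stimulation 45 min; Technique: Membrane-potential fluorescent dye readout.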
EP2 antag: blocks the human prostaglandin E2 receptor EP2; P43116; C6 glioma cells expressing human EP2, cAMP TR-FRET; cells stimulated with saturating PGE2; inhibition, % at 25 µM; hit rate 0.52% among 260,000; AID 1422;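 active = percent inhibition above 40 after rounding to a whole number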;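 note: rat C6 glioma host cells with rolipram phosphodiesterase inhibitor present; the protocol text gives 20 µM as final concentration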
Target sequence (P43116 whole entry, looked up): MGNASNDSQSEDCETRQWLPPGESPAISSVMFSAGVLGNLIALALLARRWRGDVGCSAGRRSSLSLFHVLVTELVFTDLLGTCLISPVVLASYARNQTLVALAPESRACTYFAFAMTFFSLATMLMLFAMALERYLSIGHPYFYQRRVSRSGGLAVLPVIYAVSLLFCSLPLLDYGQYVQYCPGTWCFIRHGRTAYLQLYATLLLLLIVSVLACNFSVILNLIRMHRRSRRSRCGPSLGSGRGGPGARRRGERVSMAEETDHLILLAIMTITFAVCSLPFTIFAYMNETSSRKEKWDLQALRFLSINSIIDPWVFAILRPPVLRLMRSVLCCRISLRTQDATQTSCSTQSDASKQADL
TRPML3 agonist: agonists of human TRPML3 channel; Q8TDD5; HEK293 TRPML3-YFP, Fluo-8 calcium fluorescence; 100% = the carbachol control signal; activation, % at 3 µM; hit rate 0.29% among 220,000; AID 1448;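 active = activation above its plate's cutoff, the mean activation of the plate's test wells plus 3 SD, cut at about 12% in these data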;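 note: 0% = DMSO only wells and 100% = carbachol wells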
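Test system: HEK293 cells stably carrying human TRPML3-YFP; Doses: single dose, 3 µM final nominal compound, 0.3% DMSO final; Schedule: dye loading 1 h 37 °C then 30 min ambient, 125 s read; Technique: Fluo-8 calcium fluorescence; Benchmarks: high control carbachol 87 µM, low control DMSO.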
CHOP inhibitor: CHOP inhibition in unfolded protein response. inhibition, % at 10 µM. CHO-K1 CHOP-promoter luciferase, tunicamycin-induced, 15-18 h. hit rate 3.8% among 220,000. AID 2732;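 active = compounds that reduced the stress-induced luciferase reporter signal by more than about 70% of percent inhibition, limit read from the data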;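 note: 0% = tunicamycin plus vehicle and 100% = wells without tunicamycin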
PPC-1+TRAIL kill: compounds killing PPC-1 cancer cells with TRAIL present (potentiator screen, no TRAIL-free arm). PPC-1 cells + TRAIL, ATPLite viability luminescence. cell killing (% activity), % at 4 µM. hit rate 0.41% among 220,000. AID 1443;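 active = cell killing above 50% in the first pass at 4 µM, then a duplicate retest at 5 µM averaging 50% or more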;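 note: plate controls were cells with TRAIL plus DMSO for no effect and medium-only wells lacking cells for full effect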
EP2 mod: modulators of human EP2 prostaglandin E2 receptor | P43116 | EP2-expressing cells, cAMP HTRF FRET, PGE2 co-stimulation | induction, % at 25 µM | hit rate 0.83% among 260,000;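 active = compounds whose cAMP rise, as percent of the full-agonist control response, exceeds 60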;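 note: rat C6 glioma line stably carrying human EP2 under a CMV promoter; the protocol text gives 20 µM as final concentration; 100% = response of wells given 1 µM PGE2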
14-3-3 Bad inh: disrupts binding of bovine 14-3-3 zeta to phospho-Bad peptide; TR-FRET 14-3-3zeta/Dy647-pBad peptide displacement, 1 h; AID 781; inhibition, % at 21.7 µM; P63103; hit rate 0.71% among 220,000;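 active = inhibition above about 70%, limit read from the data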;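 note: 0% = full 14-3-3 plus peptide FRET controls and 100% = background without 14-3-3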
Target sequence (P63103 whole entry, looked up): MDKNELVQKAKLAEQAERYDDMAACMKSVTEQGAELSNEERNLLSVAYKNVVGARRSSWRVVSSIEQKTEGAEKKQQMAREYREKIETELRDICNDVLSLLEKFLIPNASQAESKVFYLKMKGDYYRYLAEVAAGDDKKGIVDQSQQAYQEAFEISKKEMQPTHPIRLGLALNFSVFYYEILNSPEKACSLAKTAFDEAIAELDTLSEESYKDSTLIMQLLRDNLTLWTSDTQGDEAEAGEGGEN
TRPN1 ag: activates the zebrafish TRPN1 channel. hit rate 0.18% among 220,000. AID 1424. activation, % at 3 µM. HEK293 zebrafish TRPN1-YFP, Fluo-8 calcium fluorescence; 100% = response to 87 µM carbachol;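 active = activation above its plate's cutoff, the mean activation of test wells on that plate plus 3 SD, cut at about 19% in these data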;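 note: 0% = DMSO alone and 100% = 87 µM carbachol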
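Control set: carbachol 87 µM as high control, DMSO as low control; system: HEK293 stable line with zebrafish TRPN1-YFP; read-out: % activation versus carbachol response; detection: intracellular calcium fluorescence with Fluo-8; doses: single test compound dose, 3 µM nominal, 0.3% DMSO; schedule: dye 1 h 37 °C plus 30 min RT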
NPY1 pot ag: potentiators or agonists of human neuropeptide Y receptor Y1; P25929; NPY-Y1 expressing cells, potentiator/agonist activation; activation, % at 3.6 µM; hit rate 0.37% among 220,000; in the data active = activation above about 33%, passing the limit was not always enough;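 note: cells stimulated with NPY at EC10 then isoproterenol at EC100; 0% = low agonist plus stimulus and 100% = saturating agonist plus stimulus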
Active calls of the source: *; . = no result given; & = joins results of further samples; [ ] = remark or other dose. An excerpt; the hit share may differ from the screen's.

SMILES	NPY Y1 blocker	EP2 antag	TRPML3 agonist	CHOP inhibitor	PPC-1+TRAIL kill	EP2 mod	14-3-3 Bad inh	TRPN1 ag	NPY1 pot ag
COc1ccc(C(=O)Nc2cc(OC)c(Cl)cc2OC)cc1	3	5	-0.2	4	6	-22	-9	-2.1	-14
CCOC(=O)C(NC(=O)Nc1ccc(F)cc1)(OCC)C(F)(F)F (centres undefined)	-1	11	-0.1	26	-1	2	-18[fluorescence artefact?]	-0.2	-12
C/C(=N\NC(=O)c1ccc(NS(=O)(=O)c2cccs2)cc1)c1ccc(Cl)cc1	-1	12	-0.1	21	7	6	4[fluorescence artefact?]	0.8	-10
COc1ccc(NC(=S)NCCSc2ccc(Cl)cc2)c(OC)c1	-1	33	-1.1	67	13	-23	8	-2.3	-9
CCn1c2ccccc2c2nnc(SCC(=O)NC(CC(C)C)C(=O)OC)nc21 (centres undefined)	-1	13	0.5	29	5	15	-7	0.6	2
O=C(CSc1nc2ccccc2[nH]1)N=Nc1c(O)[nH]c2ccccc12	5	8	-0.5	7	20	-16	4	-3.1	-23
Cn1cnnc1SCC(=O)NN1C(=O)NC(C)(c2ccccc2)C1=O (centres undefined)	.	16	1.3	9	9	-20	2	0.9	0
Cc1nc2nc(-c3ccco3)[nH]n2c(=O)c1C	0	4	1.0	16	18	7	-2	-1.1	-6
C/C(=N\NC(=O)CC1N=C(Cc2ccccc2)NNC1=O)c1ccc(Cl)cc1Cl (centres undefined)	6	7	0.9	99*	12	5	-1	1.7	9
CCc1nn(CC(=O)NCCCN(CC)Cc2ccccc2)c(=O)c2cc3sccc3n12	2	24	-0.6	39	3	14	-8	-1.2	5
O=C1c2ccccc2NC(c2cccc(F)c2)N1Cc1ccco1 (centres undefined)	6	12	-0.1	10	30	19	12	-0.2	-3
Cc1cc(C)nc(NC(=O)c2c(-c3ccccc3Cl)noc2C)c1	0	16	-0.2	32	18	28	-11[fluorescence artefact?]	-0.6	11
CC/C(=N/Nc1ccccc1Cl)c1cnnc(-c2ccccc2)n1	11	3	0.7	-4	31	47	-9	-0.5	0
S=C(Nc1ccccc1)Nc1cc(Cl)ccc1Oc1ccccc1	7	14	-0.2	102*	20	50	3	-0.7	-18
CCC(C)NC(=O)Cn1nc(C(F)(F)F)c2c1CCC2 (centres undefined)	3	8&13	0.5	-8	9	37&12	-3	-0.2	-6

Nothing new here: entries from further up.
SMILES	NPY Y1 blocker	EP2 antag	TRPML3 agonist	CHOP inhibitor	PPC-1+TRAIL kill	EP2 mod	14-3-3 Bad inh	TRPN1 ag	NPY1 pot ag
S=C(Nc1ccccc1)Nc1cc(Cl)ccc1Oc1ccccc1	7	14	-0.2	102*	20	50	3	-0.7	-18
CCC(C)NC(=O)Cn1nc(C(F)(F)F)c2c1CCC2 (centres undefined)	3	8&13	0.5	-8	9	37&12	-3	-0.2	-6

(listing goes on)
SMILES	NPY Y1 blocker	EP2 antag	TRPML3 agonist	CHOP inhibitor	PPC-1+TRAIL kill	EP2 mod	14-3-3 Bad inh	TRPN1 ag	NPY1 pot ag
CCC(=O)Nc1ccc(C(=O)NNC(=O)C(c2ccccc2)c2ccccc2)cc1	-2	4	0.6	-9	4	3	19	1.7	7
NC(=O)CC(NC(=O)c1ccccc1)c1ccc(NCCc2ccc(F)cc2)c([N+](=O)[O-])c1 (centres undefined)	.	14	.	92*	-10	-16	8	.	.
O=C(Cc1ccccc1)N1CCCC(c2nc(-c3cccs3)no2)C1 (centres undefined)	-4	6	0.7	-4	14	16	3	0.3	11
CC1CCCC(C)N1C(=O)C1CCCCC1 (centres undefined)	-3	8	1.1	-20	10	19	-5	0.0	2
C=C(Cl)COC(=O)[C@H]1C2C=CC(C2)C1C(=O)O (some centres undefined)	6	16	0.2	28	2	-1	0[fluorescence artefact?]	0.3	-20
Cc1nn(C)c(C)c1N=Cc1c(O)ccc2ccccc12	-4	4	-0.2	-5	25	-23	-13[fluorescence artefact?]	0.3	2
O=C1C2C3C=CC(C3)C2C(=O)N1c1ccc(Cc2ccncc2)cc1 (centres undefined)	-1	15	2.4	-1	28	5	-9	5.4	14
CCOC(=O)N1CCC(N2Cc3cccc(C(=O)Nc4ccc(CC)cc4)c3C2=O)CC1	-2	4	-0.9	36	19	12	-10[fluorescence artefact?]	-0.7	4
CCC(Sc1nc(-c2ccccc2)c(C#N)c(=O)[nH]1)C(=O)Nc1nnc(C)s1 (centres undefined)	0	20	0.4	24	13	48	-2[fluorescence artefact?]	0.6	7
CCOC(=O)c1noc(C)c1C(=O)Nc1cccc(F)c1	4	8	0.3	17	-11	-3	.	0.2	-9
CC(=O)Nc1ccc(NS(=O)(=O)c2ccc3[nH]c(=O)[nH]c3c2)cc1	-2	3	0.7	-1	1	-3	-9	1.4	11
O=C(NNc1ccccc1[N+](=O)[O-])Nc1cccc(Cl)c1	.	4	-0.2	-23	8	-7	9	2.2	13
Cc1ccc(-c2nc3ccccc3[nH]2)cc1NC(=O)c1sc2cc(Cl)ccc2c1Cl	5	7	0.7	-21	25	11	11	0.9	-26
COC(=O)c1ccc(Cn2nc(C)c(Br)c2C)cc1	6	4	-0.8	17	12	41	9	-0.8	-2
Nc1nc(=S)[nH]c2c1C1(CCCC1)Cc1ccccc1-2	4	13	0.2	23	8	28	-8	0.2	2

Of the compounds above, these have a CF3 group:
SMILES	NPY Y1 blocker	EP2 antag	TRPML3 agonist	CHOP inhibitor	PPC-1+TRAIL kill	EP2 mod	14-3-3 Bad inh	TRPN1 ag	NPY1 pot ag
CCOC(=O)C(NC(=O)Nc1ccc(F)cc1)(OCC)C(F)(F)F (centres undefined)	-1	11	-0.1	26	-1	2	-18[fluorescence artefact?]	-0.2	-12
CCC(C)NC(=O)Cn1nc(C(F)(F)F)c2c1CCC2 (centres undefined)	3	8&13	0.5	-8	9	37&12	-3	-0.2	-6

The list continues:
SMILES	NPY Y1 blocker	EP2 antag	TRPML3 agonist	CHOP inhibitor	PPC-1+TRAIL kill	EP2 mod	14-3-3 Bad inh	TRPN1 ag	NPY1 pot ag
CCC1(CC)NC(=O)N(CC(=O)OCC(=O)NC(=O)c2ccccc2)C1=O	2	9	0.7	2	22	5	-9	1.1	-6
O=C(O)c1cccc(N=NN2CCOCC2)c1	5	11	0.9	-11	.	32	-6	-0.5	9
O=C(NCc1ccco1)c1cccc(S(=O)(=O)N2CCOCC2)c1	-3	4	1.0	-29	12	-9	-4	-0.3	-19
O=C(CN1CCOCC1)N/N=C/C=C/c1ccccc1	5	2	0.0	-7	-4	-6	2	0.7	-14
O=C(NCCc1ccccc1)Nc1ccc2c(c1)OCO2	2	8	-0.1	9	13	-33	-7	-0.6	1
O=C1CCc2cc(S(=O)(=O)NC(Cc3ccccc3)C(=O)N3CCN(c4ccccn4)CC3)ccc2N1 (centres undefined)	2	11	0.1	-3	1	-30	-2	-0.6	8
CCN(CC)S(=O)(=O)c1ccc(OC)c(NC(=O)c2ccc3c(c2)OCO3)c1	4	4	1.3	0	-11	-5	-2	1.6	3
Cc1nc2ccccc2c(=O)n1NC(=O)C1CC1C (centres undefined)	6	1	0.7	-8	10	17	-11	-0.2	-5
O=C1CCc2cc(S(=O)(=O)NC(C(=O)NCc3cccnc3)c3ccccc3)ccc2N1 (centres undefined)	0	14	0.1	29	3	-22	3	-0.4	0
O=C1N/C(=N/N=C/c2ccccc2)SC1(c1ccccc1)c1ccccc1	3	9	0.3	9	27	21	-8	0.2	-13
CN(C)/C=C(\C=O)c1c(Cl)cccc1Cl	-2	5	0.4	18	36	21	-9	-0.3	-11
COc1ccccc1N(C)S(=O)(=O)c1ccc(C(=O)OCC(=O)N2CCCCCC2)cc1	0	8	1.4	-7	15	-34	-2	1.9	6
CCn1cc(C(=O)N2CCCCC2)c(=O)c2cc(S(=O)(=O)N3CCC(C)CC3)ccc21	-2	3	0.2	-6	-5	-6	-3	-0.7	-12
CC(C)CN(C(=O)CN1CCN(c2ccccc2F)CC1)c1c(N)n(CC(C)C)c(=O)[nH]c1=O	-2	5	0.4	37	20	8	-12	1.0	-5
CC(C)(C)NS(=O)(=O)c1ccc(Oc2ncc(C(F)(F)F)cc2Cl)cc1	-1	11	-0.2	0	3	47	-11	-0.5	13

Two records picked at random from the list so far, as already listed:
SMILES	NPY Y1 blocker	EP2 antag	TRPML3 agonist	CHOP inhibitor	PPC-1+TRAIL kill	EP2 mod	14-3-3 Bad inh	TRPN1 ag	NPY1 pot ag
O=C1CCc2cc(S(=O)(=O)NC(C(=O)NCc3cccnc3)c3ccccc3)ccc2N1 (centres undefined)	0	14	0.1	29	3	-22	3	-0.4	0
O=C(NCCc1ccccc1)Nc1ccc2c(c1)OCO2	2	8	-0.1	9	13	-33	-7	-0.6	1

The listing continues.
SMILES	NPY Y1 blocker	EP2 antag	TRPML3 agonist	CHOP inhibitor	PPC-1+TRAIL kill	EP2 mod	14-3-3 Bad inh	TRPN1 ag	NPY1 pot ag
O=[N+]([O-])c1ccc2c(c1)nc1n2CCN(c2ccccc2)C1	.	2	0.6	-39	16	-17	0	0.3	-7
O=S(=O)(c1ccc(Br)s1)N1CCCCC1	5	6	0.8	29	9	7	3	-0.6	-13
Cc1cc(-c2ccccc2)nc(N(C)NC(=O)c2c(F)cccc2F)c1S(C)(=O)=O	-1	9	0.2	30	-10	29	0	-1.1	-33
CCC1(c2ccc(F)cc2)NC(=O)N(CC(=O)Nc2ccc(C)c(S(=O)(=O)N3CCOCC3)c2)C1=O (centres undefined)	-2	7	1.6	-19	13	-15	-10	3.0	7
Cc1cc(C)n(-c2cc(C(C)(C)C)nc3c(-c4ccccc4)cnn23)n1	.	4	2.4	-4	21	0	3	0.1	10
O=C(OCCOc1ccc(Br)cc1)c1ccc(Cl)nc1	7	3	-0.9	28	4	-21	3	-0.3	-15
CCOC(=O)c1sc(Nc2cccc(C)c2C)nc1C	2	.	-1.3	3	-8	33	11	-2.0	-27

Bioassay records from PubChem BioAssay.
